Screening results as filed in PubChem BioAssay.
CCR6 antag: antagonists of human CCR6 receptor | P51684 | CHO-K1 CCR6 PathHunter beta-arrestin, luminescence, CCL20-stimulated | inhibition, % at 20 µM | 340,000 compounds, 0.49% hits;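 active = compounds whose inhibition of the agonist-driven luminescence signal at 20 µM reaches about 50%, limit read from the data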;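 also: cells stimulated with CCL20 at 14 nM final; plate controls were DMSO with CCL20 for no effect and DMSO without agonist for full effect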
APJ agonist: APJ receptor agonism; P35414; CHO-K1 APJ PathHunter beta-arrestin, luminescence; 0% DMSO wells, 100% apelin; activation, % at 20 µM; 330,000 compounds, 0.11% hits; AID 2520;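 active = activation more than six SD over the plate average, tested at 20 µM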;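 also: 0% = DMSO alone and 100% = apelin-13 at 10 nM; some results filed as inactive read as strong as hits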
Target sequence (P35414 whole entry, looked up): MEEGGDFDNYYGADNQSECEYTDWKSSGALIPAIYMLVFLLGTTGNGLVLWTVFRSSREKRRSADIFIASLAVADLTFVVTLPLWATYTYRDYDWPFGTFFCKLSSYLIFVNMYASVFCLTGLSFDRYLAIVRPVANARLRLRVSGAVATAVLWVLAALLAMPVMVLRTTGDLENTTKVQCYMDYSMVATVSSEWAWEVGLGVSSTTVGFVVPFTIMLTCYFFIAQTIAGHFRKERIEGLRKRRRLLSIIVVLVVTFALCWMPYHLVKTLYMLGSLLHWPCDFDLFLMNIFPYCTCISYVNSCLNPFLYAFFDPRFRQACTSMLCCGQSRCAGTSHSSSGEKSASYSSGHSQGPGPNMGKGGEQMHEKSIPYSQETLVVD
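Material: CHO-K1 APJ beta-arrestin complementation cell line; Input: cell density 1000 per well; Incubation: compound stimulation 90 min at 25 °C, detection 60 min; Signal: luminescence from split beta-galactosidase complementation, Galacton Star/Emerald II substrate; Controls: DMSO-only wells as negative, 10 nM Apelin-13 as positive control.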
CXCR6 block: inhibitors of human CXCR6 receptor; CHO-K1 PathHunter CXCR6 beta-arrestin, luminescence; inhibition, % at 20 µM; 360,000 compounds, 0.36% hits; AID 602244; in the data active = inhibition above about 34%, passing the limit was not always enough;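 also: antagonist mode with CXCL16 agonist at 10 nM final; 0% = 10 nM CXCL16 with DMSO and 100% = unstimulated wells without agonist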
Target sequence (O00574 whole entry, looked up): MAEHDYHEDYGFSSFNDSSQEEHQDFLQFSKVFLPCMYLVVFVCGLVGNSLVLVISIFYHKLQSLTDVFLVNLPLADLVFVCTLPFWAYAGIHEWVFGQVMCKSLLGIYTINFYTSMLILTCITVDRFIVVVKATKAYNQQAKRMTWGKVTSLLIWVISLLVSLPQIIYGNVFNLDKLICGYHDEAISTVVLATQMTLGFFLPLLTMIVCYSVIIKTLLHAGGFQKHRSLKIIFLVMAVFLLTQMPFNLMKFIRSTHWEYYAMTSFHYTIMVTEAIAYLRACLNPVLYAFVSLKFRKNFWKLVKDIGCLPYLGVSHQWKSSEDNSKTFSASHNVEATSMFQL
Gli-Sufu block: blocks Gli-Sufu signaling in a luciferase reporter; Sufu-KO-LIGHT fibroblasts, Gli luciferase reporter luminescence; inhibition, % at 5 µM; 340,000 compounds, 0.74% hits;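 active = inhibition above about 55%, limit read from the data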;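 also: 0% = DMSO-treated cells and 100% = wells with medium but no cells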
APJ antagonist: blocks the human apelin receptor APJ | P35414 | CHO-K1 APJ beta-arrestin complementation, luminescence | inhibition, % at 20 µM | 330,000 compounds, 0.32% hits;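 active = inhibition above about 40% at 20 µM, limit read from the data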;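 also: cells challenged with 10 nM apelin-13 agonist together with compound; plate controls were apelin-13 plus DMSO wells for no effect and DMSO wells lacking apelin-13 for full effect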
ATG4B inhibitor: inhibitors of human ATG4B cysteine protease. 340,000 compounds, 0.51% hits. inhibition, % at 8.33 µM. Q9Y4P1. ATG4B cleavage of LC3-PLA2, NBD-HPC fluorescence, 1 h; in the data active = inhibition above about 40%
EBI2 block: antagonists of human EBI2 receptor | P32249 | EBI2 beta-arrestin recruitment, luminescence, 7a,25-OHC stimulated | inhibition, % at 5 µM | 360,000 compounds, 0.81% hits | AID 651636; in the data active = inhibition above about 38%;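 also: enzyme fragment complementation signal reports receptor beta-arrestin coupling in cells; 0% = agonist plus DMSO wells and 100% = wells without agonist; some results beyond the cut were filed as inactive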
UBC13 polyUb: blocks human UBC13 polyubiquitin chain formation | P61088 | TR-FRET | inhibition, % at 20 µM | 330,000 compounds, 0.47% hits; in the data active = inhibition above about 45%, passing the limit was not always enough
Target sequence (P61088 whole entry, looked up): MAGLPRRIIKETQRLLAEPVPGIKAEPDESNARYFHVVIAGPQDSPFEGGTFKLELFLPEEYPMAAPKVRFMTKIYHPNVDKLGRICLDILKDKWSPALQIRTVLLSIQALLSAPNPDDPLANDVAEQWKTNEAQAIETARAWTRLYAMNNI
Starred values were filed as active, the others as inactive; / = no result given; & = joins results of further samples. Not a hit list. Share with any hit: about 3%.

Order of values: CCR6 antag | ATG4B inhibitor | Gli-Sufu block | EBI2 block | APJ agonist | UBC13 polyUb | CXCR6 block | APJ antagonist
> O=C(NC1CCN(C(=S)NCc2ccco2)CC1)C12CC3CC(CC(C3)C1)C2
    5.4 | 1.0 | 4.7 | 1.2 | -3.0 | 2.7 | -4.5 | 7.5
> CC1(C)C2CCC(C2)C1(C)NC(=O)CNCc1cccs1 (centres undefined)
    12.4 | -1.1 | -4.6 | 3.1 | -6.8 | -2.4 | 0.4 | -11.5
> CC(C)(C)NC(=O)COC(=O)/C=C/c1ccc(F)cc1
    7.2 | -0.4 | 3.5 | 0.2 | -1.6 | 16.5 | -2.8 | -6.4
> O=C(Nc1ccc(Br)cc1)c1ccccc1CC[N+](=O)[O-]
    16.4 | 6.4 | / | -3.0 | 2.1 | -3.3 | -5.8 | -14.7
> COc1cc(-c2nc(C)c(C(C)=O)n2O)ccc1OCC(=O)Nc1ccc(Cl)cc1
    5.2 | -7.0 | -32.8 | 2.0 | -3.3 | -2.1 | 0.1 | 1.9
> CC(=O)Nc1cccc(OCC(=O)NC(C)C(C)C)c1 (centres undefined)
    -14.3 | 0.0 | 6.3 | 0.3 | -4.1 | 6.7 | -0.3 | -8.7
> Cc1nc2nc(CSc3nnc(C)s3)cc(=O)n2[nH]1
    2.4&10.2 | -0.6&-5.7 | 0.2&4.3 | -3.6&-8.5 | 5.1 | 5.0 | -2.3&11.9 | 11.0
> Cc1nn(CC(=O)NC(C)CCc2ccccc2)c(=O)c2nn(-c3ccccc3)c(C)c12 (centres undefined)
    16.0 | -5.5 | 52.3 | 4.8 | 2.6 | -2.5 | -7.6 | 12.5
> COc1cccc(C2C(C(N)=O)=C(C)Nc3nc(-c4ccccc4Cl)nn32)c1 (centres undefined)
    4.8 | 5.7 | -13.7 | 3.5 | 0.3 | 9.1 | 0.5 | 3.9
> COCCNC(=O)CCn1nc(-c2ccc(Cl)cc2)c2ccccc2c1=O
    3.9 | -3.2 | 50.1 | -1.6 | -3.6 | 4.6 | -1.8 | 13.3
> COc1ccc(OC)c(CNC(=O)CCC(=O)N2Cc3ccccc3Oc3ncccc32)c1
    16.2 | -2.3 | -10.7 | 4.0 | 1.9 | -1.0 | -0.7 | 26.4
> NS(=O)(=O)c1ccc2ccccc2c1
    1.2 | -0.6 | 1.7 | 5.8 | -2.0 | -7.4 | -0.3 | 0.2
> O=C(NC1CC1)C1=C[C@@H](c2ccc(C(F)(F)F)cc2)C[C@@H](OCc2ccc(CO)cc2)O1
    8.0 | -11.2 | -2.3 | 10.8 | 2.4 | 6.5 | -7.1 | -13.9
> Cc1c(NC(=O)Nc2cc(F)c(F)cc2Cl)c(=O)n(-c2ccccc2)n1C
    6.1 | 3.9 | -2.8 | 2.5 | -2.5 | -3.7 | -6.5 | 1.9
> Cc1c(C(=O)OCC(=O)NC(C)c2ccccc2)oc2ccccc12 (centres undefined)
    14.8 | -15.2 | 0.6 | 6.7 | -1.4 | 5.4 | -0.4 | 4.8
> NS(=O)(=O)c1cc(C(=O)OCC(=O)Nc2ccc(N3CCCCC3)cc2)ccc1Cl
    8.1 | -8.8 | -4.8 | -4.0 | -6.6 | 3.9 | -0.8 | -3.5
> CN(C)S(=O)(=O)c1ccc2nnn(OCC(=O)NC3CCS(=O)(=O)C3)c2c1 (centres undefined)
    0.8 | -6.0 | 3.1 | -5.4 | 0.9 | 1.8 | 2.7 | -3.6
> CC1CCN(C(=O)CN(c2ccc3c(c2)OCCO3)S(=O)(=O)c2ccccc2)CC1
    18.3 | -6.1 | -12.1 | -6.9 | 3.1 | 3.7 | -18.1 | 7.0
> Cc1cccc(C)c1NC(=O)CNC(=O)c1c(C)nn(-c2ccccc2)c1Cl
    2.5 | 5.9 | 0.3 | -3.1 | 7.3 | -2.8 | 7.2 | 1.3
> CCCC[C@@H]1C=C(C(=O)O)[C@H](c2ccc(Cl)cc2)N1S(=O)(=O)c1ccc(C)cc1
    -6.1 | -2.8 | 2.1 | 4.8 | -3.1 | -22.1 | -0.9 | 7.8
> Cn1nc(N)nc1N1CCN(c2ccc(F)cc2)CC1
    -5.7 | -5.2 | -3.3 | 2.2 | -4.3 | -8.2 | 0.1 | -9.8
> CCCc1nc2sc3c(c2c(=O)[nH]1)CCCC3
    3.9 | 4.3 | 2.3 | -4.7 | -1.8 | 2.0 | 4.0 | -9.4
> O=C(Nc1ccccc1-c1ccccc1)C1CCCN(c2ncccn2)C1 (centres undefined)
    9.2 | 11.6 | -11.4 | -8.7 | 0.2 | -7.1 | 4.6 | -8.7
> CSc1ccccc1-c1nnc(-c2ccc(C)cc2)o1
    28.4 | -4.5 | -74.9 | 1.0 | -4.5 | 17.2 | -2.8 | 2.3
> Cc1ccc(NC(=O)CC2Oc3ccc(C)cc3NC2=O)cc1 (centres undefined)
    -5.8 | 3.4 | -6.1 | -1.3 | / | / | -4.0 | /
> CCN(CC)S(=O)(=O)c1cc(C(=O)O)ccc1OC
    3.5 | 3.4 | -0.9 | 12.9 | -4.6 | 7.3 | -1.4 | -10.8
> O=C(NCCN1CCOCC1)C1CCC(=O)N1Cc1ccccc1Cl (centres undefined)
    -7.2 | -5.0 | -2.2 | -12.2 | -2.0 | 5.1 | 0.5 | 2.0
> Cc1ccc(/C=C/C(=O)N2CCN(c3cccc(C(F)(F)F)c3)CC2)cc1
    9.2 | 3.4 | 12.3 | 83.1* | 0.6 | 4.8 | 1.4 | -8.5
> CN(C)S(=O)(=O)c1ccc(C(=O)NCC(=O)N/N=C/c2ccccc2Cl)cc1
    5.6 | -7.2 | 3.9 | 71.9* | 0.1 | -5.3 | -14.5 | 14.5
> CC(=O)Nc1ccc(NC(=O)[C@@H](NC(=O)N2C[C@H]3C[C@@H](C2)c2cccc(=O)n2C3)C(C)C)cc1
    3.5 | -14.3 | 8.5 | -0.1 | -2.8 | -1.4 | -2.4 | 3.5
> Cn1c(SCC(=O)Nc2ccc(Cl)cc2)nc(O)cc1=O
    -1.1 | -12.8 | 4.3 | -3.0 | 1.8 | -3.1 | 3.2 | 8.3
> CCOC(=O)c1cnc2c(N=Nc3ccccc3)c(N)nn2c1N
    15.1 | -7.1 | -126.8 | 16.5 | -6.6 | -18.6 | 6.3 | 11.0
> N#CCCn1c(SCC(=O)NCCc2ccc(F)cc2)nc2ccccc21
    -10.8 | -9.2 | -3.7 | -0.9 | 0.7 | -5.1 | 1.4 | -26.1
> CCOC(=O)C1CCCN(CC(=O)Nc2c(C(=O)OC)[nH]c3ccc(Cl)cc23)C1 (centres undefined)
    11.3 | -5.1 | -6.2 | 1.1 | -3.5 | 0.7 | -3.8 | -10.9
> Cc1occc1C(=O)NNC1=CC(=O)CC(C)(C)C1
    -5.4 | -2.4 | 3.9 | -3.2 | -2.2 | 7.6 | -1.6 | -9.7
> COc1cccc(NC(=O)Nc2ccc3c(c2)nc(C)n3C)c1
    18.3 | -9.9 | -52.6 | -22.4 | -3.5 | -0.4 | -22.3 | -2.7
> Cc1ccc(CN2CCN(CCCn3cnc4c(OCc5ccccc5)ncnc43)CC2)cc1
    15.5 | -9.8 | -11.4 | -0.5 | / | / | 2.1 | /
> CCn1cc(C(=O)NCC(=O)NC(C)(C)CO)c(=O)c2cc3c(cc21)OCO3
    16.4 | -6.3 | -42.6 | -8.2 | 0.9 | 3.5 | -16.1 | -0.6
> COc1ccc(C(=O)CC(CC(=O)c2ccc(OC)cc2)C(=O)O)cc1
    15.0 | 4.3 | -3.4 | 0.8 | 7.1 | -2.0 | -0.7 | -42.8
> O=C(Cc1ccccc1)N/N=C/c1ccccc1Cl
    14.7 | -1.9 | -13.0 | 7.2 | -1.5 | 4.2 | -3.8 | -11.6
> COc1ccccc1C(c1nnnn1CS(=O)(=O)c1ccc(C)cc1)N1CCSCC1 (centres undefined)
    -1.8 | -0.4 | 9.3 | -3.1 | -2.8 | 0.4 | -3.5 | 19.8
> Cc1cc[n+](CC(=O)Nc2nc3ccccc3s2)cc1
    3.1 | -2.8 | -3.4 | -8.4 | -1.5 | -3.7 | -2.7 | 3.8
> O=C(Nc1ccc(-c2csc(Nc3cccc(C(F)(F)F)c3)n2)cc1)c1cc([N+](=O)[O-])cc(C(F)(F)F)c1
    5.6 | -5.8 | 0.2 | -37.3 | 9.9 | -33.6 | -16.5 | -24.3
> COc1ccc(/C=N/OC/C(O)=C(\C#N)c2nc3ccccc3[nH]2)cc1
    9.9 | -7.6 | 5.1 | -2.5 | 2.0 | -13.7 | -1.1 | 13.7
> CCOC(=O)c1sc(NCC2CCCO2)nc1C (centres undefined)
    3.8 | 3.7 | -11.7 | -7.1 | -3.3 | 1.2 | -8.2 | -3.8
> COc1ccc(OC)c(NC(=O)CN(C)CC(=O)Nc2ccccc2Cl)c1
    7.1 | -2.0 | -1.1 | -5.5 | -3.5 | 7.1 | 1.4 | 6.0
> O=C(Oc1ccccc1/C=C\C(=O)c1cc2ccccc2o1)c1cccc(F)c1
    23.6 | 30.8 | 3.5 | 40.8 | -3.9 | 5.4 | 6.7 | 10.2
> COc1ccc(OCCn2cc(/C=C(\C#N)C(=O)NCc3ccco3)c3ccccc32)cc1
    3.2 | 1.3 | -8.6 | 9.1 | -1.2 | -2.4 | 0.1 | 2.2
> COc1cc(/C=C(/C#N)c2nc3ccccc3[nH]2)ccc1OC(=O)c1ccco1
    25.2 | -20.6 | -23.1 | 3.3 | 0.2 | -43.5 | 0.2 | -4.9
> COc1ccc(CNC(=O)/C=C/c2cc3c(cc2Br)OCO3)cc1
    4.5 | -5.9 | 6.2 | -12.5 | 6.2 | -1.5 | -0.3 | -16.7
> O=C(NCc1ccc(Cl)cc1)C(=O)NCC1OCCN1S(=O)(=O)c1cccs1 (centres undefined)
    -1.9 | -7.6 | -2.7 | -2.2 | -5.1 | -1.7 | -1.9 | -5.0
> Cc1ccc(SCCc2cc[n+](CC(=O)c3ccccc3)cc2)cc1
    10.2 | 3.1 | 9.8 | 0.6 | -6.0 | 32.1 | 1.5 | 10.1
> O=C(CCNC(=O)c1ccc([N+](=O)[O-])cc1)NCCc1ccc(Cl)cc1
    0.9 | -15.2 | -18.9 | 8.1 | 0.6 | 0.0 | -13.5 | -29.5
> O=C(NCCCN1CCOCC1)c1cccc(NS(=O)(=O)c2ccc(Br)cc2)c1
    4.5 | -10.8 | 0.1 | -10.6 | -4.1 | -7.4 | 5.8 | 4.8
> CN(C)S(=O)(=O)c1cccc(NC(=O)C2Cc3ccccc3CN2C(=O)c2ccco2)c1 (centres undefined)
    17.8 | 4.8 | -6.4 | -4.4 | -1.5 | 1.4 | 5.4 | 9.0
> CC(C)NC(=O)NC(=O)COC(=O)/C=C/c1ccccc1[N+](=O)[O-]
    10.4 | -2.5 | 3.0 | -0.3 | -0.8 | 2.2 | -0.8 | -4.8
> COc1ccc(C(C(=O)NC2CCCCC2)N(C(=O)c2ccccn2)c2cccnc2)c(OC)c1 (centres undefined)
    7.7 | -1.5 | 23.6 | -2.3 | -1.2 | -3.8 | 2.7 | 13.6
> O=C(NC1CC1)c1ccc(CS(=O)c2ccccc2)o1 (centres undefined)
    -10.5 | 2.8 | 1.6 | -7.1 | -3.5 | -2.2 | -1.1 | 9.3
> CCC(CC)C1C(C#N)=C(N)Oc2cc(C)oc(=O)c21 (centres undefined)
    -10.6 | -18.6 | -0.6 | -2.5 | -1.4 | 1.7 | 7.5 | -13.4
> CC1(C)Cc2c(sc(NC(=O)C3CC(Cl)=CCC3C(=O)O)c2C#N)CO1 (centres undefined)
    -5.2 | 1.9 | -1.9 | -3.7 | -2.1 | 0.9 | 3.1 | 7.5
